Abeta rescue – A-beta toxicity reversal in yeast | yeast expressing A-beta42, growth rescue, OD600, 48 h; response scale: 0% DMSO, 100% iron-clioquinol control | Potency, µM (top dose mostly 46.1 µM), for the others: at the highest dose growth rescue, hits mostly activators | 0.063% of 410,000 active | AID 1347071; also: potency is read from the fitted curve at half-maximal effect; nearly all actives have a fitted effect of over 55% in size
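Yeast A-beta toxicity model in growth medium with pinned compounds, 48 h at 30 C; growth read as absorbance at 600 nm. Normalized to FeCl3/clioquinol equimolar mix (positive) and DMSO (negative).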
TDP-43 yeast inh – rescues yeast growth from TDP-43 toxicity; Potency, µM (highest dose often 46.1 µM), without a hit: at the highest dose growth rescue (activation), usual class: activators; 1.8% of 410,000 active; AID 652104; TDP-43 expressing yeast growth rescue, BacTiter-Glo, 24 h; also: potency is read from the fitted curve at half-maximal effect; % of control where 0% means no effect; nearly all actives have a fitted effect of over 50% in size
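Yeast expressing TDP-43 (pregrown in raffinose, seeded at OD600=0.02 in galactose medium) exposed to compounds 24 hr at 30 deg C. Growth read by BacTiter-Glo luminescence; rescue of toxicity appears as increased signal.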
D3 ag – agonists of human D3 dopamine receptor; AID 652048; 0.58% of 410,000 active; D3R DiscoveRx beta-arrestin cells, luminescence, 90 min; max activation, %; in the data active = max activation above about 30%; also: 0% is about no effect; mostly tested at two doses, the higher about 12 µM
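Agonist-mode cell screen: cells plated at 1500/well and incubated overnight at 37 °C, then exposed to library compounds for 90 min at 37 °C. Detection reagent was added for 30–60 min at room temperature, and luminescence was read.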
D3 antag – blocks the human D3 dopamine receptor. max response, negative = inhibition, %. 2.5% of 360,000 active. D3R cells, DiscoveRx beta-arrestin luminescence, antagonist mode; hits give low values; in the data active = max response below about -50%; inconclusive = no clear call, values can overlap the other calls; also: % is scaled to controls: 0 for no effect and ±100 for the full control effect; mostly tested at two doses, the higher about 12 µM
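Cells plated overnight at 1500 cells/well, then exposed to library compounds with dopamine controls for 90 minutes at 37 degrees C. DiscoveRx reagent added for 30–60 minutes at room temperature; luminescence read, quantitative HTS format.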
aSyn yeast inh – inhibitors of alpha-synuclein toxicity in yeast; Yeast expressing alpha-synuclein, growth rescue, BacTiter-Glo, 24 h; Potency, µM (doses to about 46.1 µM), for the others: at the highest dose growth rescue (activation), actives largely listed as activators; 0.14% of 370,000 active; AID 652106; also: potency is read from the fitted curve at half-maximal effect; % of control where 0% means no effect; nearly all actives have a fitted effect of over 65% in size
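Screening used galactose-induced yeast with toxic alpha-synuclein levels, exposed to compound for 24 hr at 30 deg C. Cell growth, read with BacTiter-Glo luminescence, gave the measured signal.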
EPAC2 antagonist – antagonists of human EPAC2; Q8WZA2; EPAC2 GEF exchange of Rap1B-BODIPY-GDP, fluorescence; Potency, µM (doses to about 114 µM), inactives show top-dose activity, negative = inhibition, hits mostly inhibitors; 0.18% of 360,000 active; AID 720708; also: potency is read from the fitted curve at half-maximal effect; % is scaled to controls: 0 for no effect and ±100 for the full control effect; nearly all actives have a fitted effect of over 45% in size; many of its hits are not listed in these tables
Target sequence (Q8WZA2 whole entry, looked up): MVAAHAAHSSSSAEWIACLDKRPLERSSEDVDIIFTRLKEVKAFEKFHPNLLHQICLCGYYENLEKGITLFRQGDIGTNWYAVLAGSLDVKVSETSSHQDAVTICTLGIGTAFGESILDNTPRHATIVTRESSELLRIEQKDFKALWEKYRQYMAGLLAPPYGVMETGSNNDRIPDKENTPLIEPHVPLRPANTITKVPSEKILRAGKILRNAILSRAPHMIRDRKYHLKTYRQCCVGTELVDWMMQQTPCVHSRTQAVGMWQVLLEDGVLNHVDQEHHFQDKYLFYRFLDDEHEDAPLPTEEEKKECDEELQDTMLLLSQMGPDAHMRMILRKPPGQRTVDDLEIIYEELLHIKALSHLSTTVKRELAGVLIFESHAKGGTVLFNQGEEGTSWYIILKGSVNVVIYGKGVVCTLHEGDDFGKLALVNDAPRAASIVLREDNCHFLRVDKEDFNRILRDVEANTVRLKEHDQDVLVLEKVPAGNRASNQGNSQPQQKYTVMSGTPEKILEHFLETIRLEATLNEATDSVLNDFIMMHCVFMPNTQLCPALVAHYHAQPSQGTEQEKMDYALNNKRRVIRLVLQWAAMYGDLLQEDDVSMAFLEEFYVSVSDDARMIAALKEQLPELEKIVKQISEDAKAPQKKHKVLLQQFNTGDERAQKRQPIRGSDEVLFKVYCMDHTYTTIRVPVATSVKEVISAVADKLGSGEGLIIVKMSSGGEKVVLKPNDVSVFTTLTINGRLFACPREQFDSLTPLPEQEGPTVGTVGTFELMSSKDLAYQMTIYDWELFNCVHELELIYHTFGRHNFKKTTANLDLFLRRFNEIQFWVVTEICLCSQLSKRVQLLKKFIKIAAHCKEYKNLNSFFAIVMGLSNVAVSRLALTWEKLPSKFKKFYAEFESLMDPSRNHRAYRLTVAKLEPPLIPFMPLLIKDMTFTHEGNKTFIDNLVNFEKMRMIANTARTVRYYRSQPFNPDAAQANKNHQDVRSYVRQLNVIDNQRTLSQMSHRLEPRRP
FUS yeast rescue – rescues growth of FUS-expressing yeast; S. cerevisiae FUS-expressing, growth rescue, OD600, 24 h; Potency, µM (titrated, usually from 76.6 µM), without a hit: at the top dose growth rescue (activation), most hits filed as activators; 0.24% of 390,000 active; AID 1347120;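 also: potency is read from the fitted curve at half-maximal effect; plate controls were DMSO vehicle for no effect and reference control for full effect; nearly all actives have a fitted effect of over 55% in size; some results filed as inactive show a strong effect at the top dose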
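Compound concentration series was pinned onto galactose-induced FUS-expressing yeast seeded at OD 0.005. Plates sat 24hr at 30C; absorbance at 600 nm gave growth. DMSO served as background control.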
EPAC2 agonist – activates human EPAC2 exchange factor; Q8WZA2; EPAC2 activation, biochemical qHTS; response scale: 100% = 6.5 mM cAMP response; Potency, µM (highest dose often 154 µM), without a hit: at the highest dose activation, hits mostly activators; 0.079% of 360,000 active; AID 720711; also: potency is read from the fitted curve at half-maximal effect; nearly all actives have a fitted effect of over 50% in size
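Compounds were titrated in qHTS against a Rap1B-BODIPY-GDP (250 nM) complex with EPAC2 (100 nM) and GDP (50 uM). BODIPY-GDP release tracked at 480/540 nm over 30 min at room temperature, normalized to 6.5 mM cAMP.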
An asterisk follows results filed as active; ? = inconclusive; · = no result given; [ ] = dose if it differs, or a comment. Unless noted, calls follow the shape of the dose curve; as a rule, active = well fitted curve in the direction sought with a large enough effect; inconclusive = small, poorly fitted or top-dose-only effect, or another doubt; inactive = no such curve, though single readings can be large; an effect the other way counts as inactive or inconclusive.

Start of the data: the first twelve records as a preview:
SMILES	Abeta rescue	TDP-43 yeast inh	D3 ag	D3 antag	aSyn yeast inh	EPAC2 antagonist	FUS yeast rescue	EPAC2 agonist
COc1ccc(CN2CCC(=O)N([C@H](CO)CC(C)C)CC2)cc1OC	-3%	-16%	0	15	4%	8%	-17%	2%
CC1(C(=O)N2CCC(CO)(Cc3cccc(C(F)(F)F)c3)CC2)CC1	9%	18%	-4	9	10%	15%	-3%	5%
COc1cccc(/C=C2\SC(N)=NC2=O)c1OS(=O)(=O)c1ccccc1	1%	-9%[9.22 µM]	2	0	-1%	6%	15%	9%
C[C@H](NC(=O)NCCc1ccccc1)C(=O)O	13%	0%	5	69	-1%	6%	-10%	8%
CCc1nc(SCC(=O)OC(C)C)c2ccccc2n1	-9%	11%	0	1	-1%	-11%	-6%	-3%
COC(=O)c1oc2ccc(Br)cc2c1NC(=O)CCCN1C(=O)c2ccccc2C1=O	12%	0%	3	47	-9%	-1%	-12%	14%
COCCN1C(=O)c2ccccc2C1c1nnnn1-c1ccc2c(c1)OCCO2 (stereo not given)	-6%	17%	3	-24	20%	3%	-2%	4%
COc1ccc(CCn2c(N)c(C(=O)NCc3ccco3)c3nc4ccccc4nc32)cc1	6%	18%	-17	?	21%	-5%	·	8%
Cc1cccc2cc3c(N)c(C(=O)N4CCOCC4)sc3nc12	34%	?	-9	-21	4%	-9%	24%	3%
NCCNC(=O)c1c(O)c2cccc3c2n(c1=O)CCC3	18%	-59%[inhibitor]	-5	6	15%	-17%	12%	7%
COc1ccccc1NC(=O)c1ncn(-c2ccccc2)n1	-19%	?	1	·	·	·	-15%	·
CCOC(=O)C1=C(COC(=O)c2cc(OC)c(OC)cc2[N+](=O)[O-])NC(=O)NC1C (stereo not given)	28%	27%	5	11	2%	-4%	3%	-10%

All compounds of this part, previewed entries included:
SMILES	Abeta rescue	TDP-43 yeast inh	D3 ag	D3 antag	aSyn yeast inh	EPAC2 antagonist	FUS yeast rescue	EPAC2 agonist
COc1ccc(CN2CCC(=O)N([C@H](CO)CC(C)C)CC2)cc1OC	-3%	-16%	0	15	4%	8%	-17%	2%
CC1(C(=O)N2CCC(CO)(Cc3cccc(C(F)(F)F)c3)CC2)CC1	9%	18%	-4	9	10%	15%	-3%	5%
COc1cccc(/C=C2\SC(N)=NC2=O)c1OS(=O)(=O)c1ccccc1	1%	-9%[9.22 µM]	2	0	-1%	6%	15%	9%
C[C@H](NC(=O)NCCc1ccccc1)C(=O)O	13%	0%	5	69	-1%	6%	-10%	8%
CCc1nc(SCC(=O)OC(C)C)c2ccccc2n1	-9%	11%	0	1	-1%	-11%	-6%	-3%
COC(=O)c1oc2ccc(Br)cc2c1NC(=O)CCCN1C(=O)c2ccccc2C1=O	12%	0%	3	47	-9%	-1%	-12%	14%
COCCN1C(=O)c2ccccc2C1c1nnnn1-c1ccc2c(c1)OCCO2 (stereo not given)	-6%	17%	3	-24	20%	3%	-2%	4%
COc1ccc(CCn2c(N)c(C(=O)NCc3ccco3)c3nc4ccccc4nc32)cc1	6%	18%	-17	?	21%	-5%	·	8%
Cc1cccc2cc3c(N)c(C(=O)N4CCOCC4)sc3nc12	34%	?	-9	-21	4%	-9%	24%	3%
NCCNC(=O)c1c(O)c2cccc3c2n(c1=O)CCC3	18%	-59%[inhibitor]	-5	6	15%	-17%	12%	7%
COc1ccccc1NC(=O)c1ncn(-c2ccccc2)n1	-19%	?	1	·	·	·	-15%	·
CCOC(=O)C1=C(COC(=O)c2cc(OC)c(OC)cc2[N+](=O)[O-])NC(=O)NC1C (stereo not given)	28%	27%	5	11	2%	-4%	3%	-10%
CC1CC(C)(C)N2C(=O)C(=C(C#N)C#N)c3cccc1c32 (stereo not given)	5%	?	5	-13	1%	-4%	-32%	18%
O=c1c2sc3ccccc3c2n(Cc2ccc(F)cc2)c(=O)n1Cc1ccccc1	-13%	-13%	-11	·	·	·	-3%	·
COc1cc(OC)c(OC)cc1/C=C/c1cc(C(=O)O)c2ccccc2n1	1%	11%	10	7	7%	15%	-18%	10%
O=S(=O)(c1ccc(N2CCN(CCO)CC2)nc1)N1CCCCC1	4%[9.22 µM]	5%	-1	0	0%	3%	-34%	4%
O=S(=O)(Nc1ccc(OC(F)(F)F)cc1)c1cccc2nonc12	8%	11µM*	-1	-7	4%	-3%	13%	6%
COc1ccc(OC)c(CNc2ncc(-c3ccc(F)cc3)n2C)c1	6%	1%	-8	?	1%	9%	-13%	10%
CCc1nnc(NC(=O)c2sc3nc4c(cc3c2N)CCCCCC4)s1	-20%	7%	0	7	3%	20%	28%	-6%
CCSc1nnc(N(CCC(=O)O)CCC(=O)O)s1	24%	-27%	5	-14	-1%	25%	5%	13%
NC(=O)C1CCC(NC(=O)OCc2ccccc2)CC1 (stereo not given)	2%	13%	1	0	-15%	13%	-9%	-1%
CCCC(=O)NC(Nc1ccc(S(=O)(=O)Nc2cc(C)on2)cc1)(C(F)(F)F)C(F)(F)F	-2%	-11%	2	2	9%	14%	-5%	5%
O=C(c1c(Cl)nc2sccn12)N(C(=O)c1c(Cl)nc2sccn12)c1ccc(Cl)cn1	8%	-10%	2	-6	?	-2%	14%	18%
CC1(C(=O)NCc2ccccc2Br)CCN1Cc1c(F)cccc1F (stereo not given)	4%	21%	0	14	8%	?	-19%	7%
Cc1ccccc1NC(=O)CSC(N)=O	-4%[9.22 µM]	?	-4	-11	9%	-3%	-30%	2%

An excerpt from above, limited to D3 ag, EPAC2 agonist and EPAC2 antagonist.
SMILES | D3 ag | EPAC2 agonist | EPAC2 antagonist
NC(=O)C1CCC(NC(=O)OCc2ccccc2)CC1 (stereo not given) | 1 | -1% | 13%
CCCC(=O)NC(Nc1ccc(S(=O)(=O)Nc2cc(C)on2)cc1)(C(F)(F)F)C(F)(F)F | 2 | 5% | 14%

Going on with the list:
SMILES	Abeta rescue	TDP-43 yeast inh	D3 ag	D3 antag	aSyn yeast inh	EPAC2 antagonist	FUS yeast rescue	EPAC2 agonist
CCN(CC)c1ccc(N=Cc2cc(Br)ccc2O)cc1	-17%	-6%	-8	-20	0%	4%	43%	10%
CCN=C1NN=C(c2cc(C)n(CCc3ccccc3)c2C)CS1	-13%	0%	-5	-15	-5%	11%	?	16%
COc1ccc(/C=N/NS(=O)(=O)c2ccc(NC(C)=O)cc2)cc1	30%	-8%	1	7	0%	12%	0%	-1%
O=C(/C=C/c1ccc(F)cc1)Nc1ccc(S(=O)(=O)N2CCOCC2)cc1	5%	0%	10	10	-6%	-5%	24%	-2%
O=C(NCc1cccnc1)c1csc([C@@H]2O[C@H](CO)[C@H](O)[C@H](O)[C@H]2O)n1	5%	24%	9	17	-1%	26%	-20%	-5%
CC(C)CNS(=O)(=O)c1ccc(OCC(=O)Nc2ccc3c(c2)OCCO3)cc1	-6%	-17%	-9	3	0%	2%	11%	6%
NC(=O)c1nc(C(=O)N2CCCCC2)c2ccccc2n1	-4%	-26%	0	0	-7%	7%	-20%	8%
FC(F)(F)c1cccc(-n2c(Cn3nnc4ccccc43)n[nH]c2=S)c1	-6%	-22%	2	-27	-19%	6%	33%	8%
COC(=O)C1=C(C)N(CC2CCCO2)C(=O)/C1=C\c1ccc(O)cc1 (stereo not given)	-2%	-9%	-6	-6	-2%	-3%	5%	9%
O=C(N/C(=C\c1ccc(Br)cc1)C(=O)N1CCOCC1)c1ccc([N+](=O)[O-])cc1	-14%	18%	4	9	7%	-3%	19%	2%
Cc1cc(N/C=C(\C#N)S(=O)(=O)c2ccccc2Cl)nc(C)n1	1%	-8%	5	13	6%	8%	1%	4%
COc1ccc(CCNC(=O)CNCC(c2ccccc2)N(C)C)cc1OC (stereo not given)	2%	3%	2	-10	8%	2%	-37%	13%
c1ccc(-c2ccc3sccc3n2)cc1	-13%	17%	-8	-7	-3%	10%	18%	16%
O=C1NC(C(=O)O)=CC(c2ccc([N+](=O)[O-])cc2)N1 (stereo not given)	·	9%	4	14	3%	2%	5%	1%
COc1ccc(OC)c(/C=N/N(C)c2ccccc2)c1	-15%	-5%	2	0	-5%	-9%	9%	14%
O=C(NCC(c1cccnc1)N1CCc2ccccc2C1)C(=O)Nc1cccc(Cl)c1 (stereo not given)	15%	16%	7	·	·	·	-21%	·
COCC(=O)N(C)C1(c2nnnn2CCOC(=O)Nc2ccc(Cl)cc2)CCCC1	7%	-7%	0	5	-19%	4%	-6%	0%
COC(=O)CN1C(=O)C(C)(C)Oc2ccc(C(=O)Nc3ccccc3F)cc21	4%	-21%	-4	-2	1%	-5%	17%	14%
Cc1cccc(C)c1NC(=O)CN(C)C(=O)C1CC(=O)N(c2cccc3ccccc23)C1 (stereo not given)	6%	23%	-11	6	-1%	4%	4%	5%
CCOC(=O)/C(=C/c1ccc(F)cc1)NC(C)=O	0%	17%	6	13	1%	1%	-27%	7%
O=C(O)c1ccc(-c2nc(-c3ccc(Cl)c(Cl)c3)cs2)cc1	-3%	3%	2	20	14%	-9%	-34%	10%
CC(C)(C)OC(=O)C[C@@H]1C/C=C\C[C@@H](CC(=O)N(CCO)Cc2ccccc2)C(=O)NC[C@H](c2ccccc2)OC1=O	8%	7%	-12	70	3%	-13%	44%	-1%
COc1ccc(NC(=O)c2cc([N+](=O)[O-])ccc2N2CCCCC2)cc1OC	-13%	?	2	-9	12%	-4%	33%	13%
CCCCCNC(=O)C1C(=O)Nc2ccccc2C(=O)N1c1c(C)cccc1C (stereo not given)	-1%	0%	6	3	-4%	7%	-4%	3%
CCOc1ccc(C(=O)NCC(=O)OCc2cc([N+](=O)[O-])cc3c2OCOC3)cc1OCC	-1%	20%	1	-2	1%	2%	12%	5%
Cc1ccc(Nc2ncc(C(=O)N3CCN(c4cccc(Cl)c4)CC3)c3ccccc23)cc1Cl	2%	16µM*	2	·	·	·	?	·
CCc1[nH]nc(C(=O)N2CCCC(CNS(=O)(=O)c3cccs3)C2)c1C (stereo not given)	15%	5%	2	10	2%	2%	2%	15%
COc1ccc(OC)c(S(=O)(=O)Nc2cccc3ccccc23)c1	15%	3%	-2	-8	20%	-5%	7%	9%
CN1CCN(S(=O)(=O)c2cccc(C(=O)O)c2)CC1	-4%	13%	1	2	0%	0%	-12%	4%
Cc1cc(C)c(S(=O)(=O)NCCC2CCCN2C)c(C)c1 (stereo not given)	13%	-1%	0	-12	·	-1%	-2%	3%

Source: PubChem BioAssay

An excerpt; rates above refer to the full screens.
